FBA Mtb inh = Mtb fructose-bisphosphate aldolase inhibition; P9WQA3; purified M. tuberculosis FBA, fluorescence read-out; inhibition, % at 1 µM; 2.3% of 360,000 active; AID 588726; in the data active = inhibition above about 27%;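 also: 0% = vehicle and 100% = reference inhibitor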
MazF activator = MazEF (E. coli) toxin RNase activation. P0AE70. FAM/BHQ RNA-DNA oligo cleavage fluorescence, 5 h. activation, % at 20 µM. 0.32% of 350,000 active; in the data active = activation above about 50%
Target sequence (P0AE70 whole entry, looked up): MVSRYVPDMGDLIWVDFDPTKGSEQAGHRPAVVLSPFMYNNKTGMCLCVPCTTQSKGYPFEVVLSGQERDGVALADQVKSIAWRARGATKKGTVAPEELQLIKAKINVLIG
PrPC TRFRET = reduces human prion protein on the cell surface; P04156; cell surface PrPC, TR-FRET read-out; inhibition, % at 13.8 µM; 0.43% of 370,000 active; in the data active = inhibition above about 24%; also: 0% = median of the test wells and 100% = reference compound wells
BoNT-F LC inh = BoNT F light chain protease inhibition; Multiplex microsphere protease cleavage assay, flow cytometry; inhibition, % at 10 µM; 0.22% of 360,000 active; AID 588497; in the data active = inhibition above about 35%, passing the limit was not always enough; inconclusive = no clear call, values can overlap the other calls; also: plate controls were buffer without enzyme for full effect and enzyme alone for no effect
Mtb UGM inh = Mtb UDP-galactopyranose mutase inhibition; P9WIQ1; purified UGM, fluorescence polarization probe displacement; inhibition, % at 10 µM; 0.06% of 320,000 active; AID 504406; in the data active = inhibition above about 10%, passing the limit was not always enough; inconclusive = no clear call, values can overlap the other calls
Target sequence (P9WIQ1 whole entry, looked up): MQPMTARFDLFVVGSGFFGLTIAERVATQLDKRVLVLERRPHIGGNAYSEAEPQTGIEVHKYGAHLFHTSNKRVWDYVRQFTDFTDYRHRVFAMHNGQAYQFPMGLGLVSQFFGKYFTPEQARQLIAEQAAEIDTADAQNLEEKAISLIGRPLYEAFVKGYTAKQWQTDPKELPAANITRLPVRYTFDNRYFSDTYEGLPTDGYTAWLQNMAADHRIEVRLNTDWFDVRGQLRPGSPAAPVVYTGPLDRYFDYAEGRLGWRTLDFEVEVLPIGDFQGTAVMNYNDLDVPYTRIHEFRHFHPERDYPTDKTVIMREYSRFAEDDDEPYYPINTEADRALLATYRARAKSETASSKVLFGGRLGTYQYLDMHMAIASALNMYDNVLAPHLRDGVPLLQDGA
BioA inh = BioA (M. tuberculosis) enzyme inhibition; purified M. tuberculosis BioA enzyme, plate reader; inhibition, % at 9.99 µM; 0.096% of 360,000 active; in the data active = inhibition above about 40%; inconclusive = no clear call, values can overlap the other calls
Rv3671c inh = inhibitors of M. tuberculosis serine protease Rv3671c; P9WHR9; inhibition, % at 5.96 µM; 0.048% of 320,000 active; AID 2606; in the data active = inhibition above about 38%;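 also: extracellular domain of Rv3671c used as enzyme; 0% = enzyme with DMSO and 100% = no enzyme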
Target sequence (P9WHR9 whole entry, looked up, the tested form may be a part): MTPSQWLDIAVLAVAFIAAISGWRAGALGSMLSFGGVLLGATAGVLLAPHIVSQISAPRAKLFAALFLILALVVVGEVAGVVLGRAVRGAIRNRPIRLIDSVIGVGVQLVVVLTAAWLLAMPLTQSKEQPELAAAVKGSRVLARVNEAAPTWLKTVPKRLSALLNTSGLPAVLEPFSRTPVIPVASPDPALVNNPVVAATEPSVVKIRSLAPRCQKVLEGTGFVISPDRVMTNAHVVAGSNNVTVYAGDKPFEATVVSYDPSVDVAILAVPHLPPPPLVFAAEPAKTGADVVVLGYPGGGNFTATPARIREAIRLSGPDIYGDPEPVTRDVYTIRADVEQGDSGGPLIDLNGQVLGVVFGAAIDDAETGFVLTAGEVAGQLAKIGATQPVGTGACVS
FadD28 binding = inhibitors of Mycobacterium tuberculosis FadD28 bisubstrate binding; inhibition, % at 12.5 µM; 0.22% of 360,000 active; AID 588549; FadD28 bisubstrate probe binding, fluorescence polarization; in the data active = inhibition above about 8.5%, passing the limit was not always enough; inconclusive = no clear call, values can overlap the other calls
GDH-TPI counter = counter-screen for M. tuberculosis FBA inhibitors: GDH-TPI coupled enzymes; GDH-TPI coupled enzyme counterscreen, NADH absorbance; inhibition, % at 4.8 µM; 1.2% of 360,000 active; AID 588335; in the data active = inhibition above about 30%;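 also: 0% = DMSO wells and 100% = wells lacking the enzyme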
Numbers without * were called inactive; u = inconclusive; x = not tested or not shown; & = joins results of further samples.

SMILES	FBA Mtb inh	MazF activator	PrPC TRFRET	BoNT-F LC inh	Mtb UGM inh	BioA inh	Rv3671c inh	FadD28 binding	GDH-TPI counter
O=C(COc1cccnc1[N+](=O)[O-])N1CCc2ccccc21	6	9	-15	-2	0.3	-0.6	2	-3.1	9
O=C(CC[C@H]1O[C@@H](n2ccc(=O)[nH]c2=O)[C@H](O)[C@@H]1O)NCc1ccccc1	0	x	-4	5	x	0.1	x	-0.1	x
CCCCCCCN1CCC(=O)N(CCO)CC1	-1	4	-4	1	-3.4	-0.5	-11	-1.8	-2
Cc1ccccc1NC(=S)c1nc2ccccc2[nH]1	4	-1	3	-5	-1.9	0.7	5	0.7	17
O=C1OC[C@@H]2CCCN2C(=O)[C@@H](CC(=O)N(CCO)Cc2ccccc2)C/C=C\C[C@@H]1Cc1ccc(F)cc1	1	8	-9	1	5.4	-4.0	-10	-1.0	4
CCC(=O)Nc1ccc(C(=O)OCc2ccc(Cl)c(Cl)c2)cc1	1	8	1	1	4.4	x	-20	-2.4	-2
Cc1ccc(S(=O)(=O)N(C)Cc2nc(-c3ccccn3)no2)cc1	4	1	-2	u	0.7	0.2	1	-1.9	-2
CCOC(=O)N1CCc2c(sc3nc[nH]c(=O)c23)C1	6	9	-4	-3	-0.1	x	0	-2.0	-3
COC(=O)c1sccc1NC(=O)CC1C(=O)NCCN1C(=O)c1ccccc1 (stereo not given)	2	2	-4	2	0.2	1.5	-3	0.3	-4
O=C(c1cc2c(s1)-c1ccccc1S(=O)(=O)C2)N1CCCC1	2	-3	-10	-6	-0.9	x	5	-5.2	5
O=C(C1CCCO1)N1CCN(c2c3c(nc4cc(-c5ccc(F)cc5)nn24)CCC3)CC1 (stereo not given)	3	8	1	7	-4.0	-1.7	-7	-3.7	10
C[C@@H]1CN([C@@H](C)CO)C(=O)CCCn2nncc2CO[C@H]1CN(C)C(=O)c1cc(-c2ccccc2)on1	-2	8	-2	2	x	0.0&0.3	x	-4.2	-6
NNC(=O)c1nc[nH]c1C(=O)Nc1ccccc1[N+](=O)[O-]	-2	9	-7	-2	0.8	x	3	-1.0	8
O=C(NCCc1ccc(Cl)cc1)c1cc(-c2ccncc2)nc2ccccc12	2	1	0	-3	0.7	-0.2	-14	-10	6
Cn1c(SCC(=O)NCc2ccccc2)nnc1C1CC1	3	3	6	14	-2.0	-1.6	0	-2.4	11
CCC(C)Sc1nc(O)c(Cc2ccccc2)c(=O)[nH]1 (stereo not given)	-1	0	-2	22	-2.1	-0.7	-2	-2.2	-8
N#CN(Cc1ccccc1)Cc1ccccc1	3	4	-1	-7	1.9	2.2	9	0.6	-12
O=C(NCCc1csc(-c2ccc(Cl)cc2)n1)c1ccco1	2	1	2	-2	0.5	6.5	-3	-0.7	0
COC(=O)N1CCCC(c2cc(C(=O)Nc3ccccc3Cl)no2)C1 (stereo not given)	-1	x	14	5	x	0.2	x	-1.2	-8
O=C1CN(/N=C/c2ccc([N+](=O)[O-])o2)C(=O)N1	-3	5	-51	-1	1.1	-0.8	-2	-1.0	23
Cc1cc2nc(CSc3ccc(Cl)cc3)cc(=O)n2[nH]1	-2	-5	7	-2	0.8	x	-3	-1.4	2
Cc1c(NC(=O)Nc2ccc3c(c2)OCO3)cccc1[N+](=O)[O-]	6	-8	-2	-2	-1.9	0.3	1	-1.0	-5
O=C(c1c(F)cccc1Cl)N1CCN(c2ccccn2)CC1	116*	-17	-5	10	-0.3	0.6	-1	-22	-5
NC(=O)c1ccccc1NC(=O)c1ccc2c(c1)OCO2	0	7	5	24	1.3	8.3	4	-4.5	-2
COc1ccccc1/C=C/C(=O)c1ccc(Cl)cc1	1	0	-1	-2	x	x	-2	-1.6	15

Entries of single compounds as entered above. Screens in order: FBA Mtb inh, MazF activator, PrPC TRFRET, BoNT-F LC inh, Mtb UGM inh, BioA inh, Rv3671c inh, FadD28 binding, GDH-TPI counter
Results for `C[C@@H]1CN([C@@H](C)CO)C(=O)CCCn2nncc2CO[C@H]1CN(C)C(=O)c1cc(-c2ccccc2)on1` = -2, 8, -2, 2, x, 0.0&0.3, x, -4.2, -6
Results for `O=C(C1CCCO1)N1CCN(c2c3c(nc4cc(-c5ccc(F)cc5)nn24)CCC3)CC1` (stereo not given) = 3, 8, 1, 7, -4.0, -1.7, -7, -3.7, 10
Results for `CCC(=O)Nc1ccc(C(=O)OCc2ccc(Cl)c(Cl)c2)cc1` = 1, 8, 1, 1, 4.4, x, -20, -2.4, -2
Results for `O=C1CN(/N=C/c2ccc([N+](=O)[O-])o2)C(=O)N1` = -3, 5, -51, -1, 1.1, -0.8, -2, -1.0, 23
Results for `COC(=O)c1sccc1NC(=O)CC1C(=O)NCCN1C(=O)c1ccccc1` (stereo not given) = 2, 2, -4, 2, 0.2, 1.5, -3, 0.3, -4

Following part.
SMILES	FBA Mtb inh	MazF activator	PrPC TRFRET	BoNT-F LC inh	Mtb UGM inh	BioA inh	Rv3671c inh	FadD28 binding	GDH-TPI counter
CCC1([N+](=O)[O-])COP(=O)(NCc2cccnc2)OC1 (stereo not given)	0	12	1	-5	x	x	x	-2.1	-7
O=C(C(=O)N1CCc2ccccc2C1)c1cn(CC(=O)N2CCOCC2)c2ccccc12	0	-4	-3	-5	x	-0.8	-6	-4.6	9
N#Cc1c(-c2ccco2)cc(C2CC2)nc1N	49*	3	-1	-29	3.5	-1.7	2	-4.1	25
O=C(NCCCN1CCOCC1)c1ccc(N2CCCC2)c([N+](=O)[O-])c1	-4	4	-16	-9	-2.1	x	1	1.0	3
O=C(NC1=NCCS1)c1ccc(Br)s1	0	-1	-10	5	0.5	-1.1	0	-1.8	-5
O=[N+]([O-])c1cc(-c2nnc(N3CCOCC3)c3ccccc23)ccc1N1CCOCC1	-8	2	-35	-1	-2.6	x	-16	-1.6	13
Nc1ncnc2c1ncn2[C@@H]1O[C@H](CNC(=O)[C@@H](N)COCc2ccccc2)[C@@H](O)[C@H]1O	2	5	x	2	x	-1.2	x	-0.5	3
COc1ccc(C(C)=O)cc1COC(=O)C1CCN(C(=O)c2ccc(Cl)cc2)CC1	-1	7	-5	-1	0.4	14	1	-4.5	0
Nc1cc(-c2ccccc2)ccc1O	14	2	-2	-22	1.7	-0.2	16	-5.4	7
CC1CCN(c2nnc(N)s2)CC1	-5	-3	-1	-10	x	-1.1	x	-3.2	-1
N#CCC(=O)NN=C1CCCCCCCCCCC1	2	2	-2	-4	0.2	0.5	-3	-1.7	17
CC(=O)n1cc(/C=N/NC(=O)c2ccc([N+](=O)[O-])cc2)c2ccccc21	-2	2	-26	9	0.8	-0.5	2	-0.6	32*
C=CCn1c(=NC(=O)c2ccco2)sc2cc(C(=O)OCC)ccc21	-3	1	-5	-1	2.6	-1.8	-5	-1.8	3
O=C(Nc1ccccc1)OCCNC(=O)c1cccc(Br)c1	-1	2	0	-19	0.7	-0.6	-19	x	0
COC(=O)c1c(NC(=O)C(=O)NCCCN2CCOCC2)sc2c1CC(C)(C)OC2	1	0	7	-7	2.0	-0.8	-12	-1.6	21
Cc1cc2c(C)nc(Cc3ccccc3)nc2o1	-1	6	7	16	2.5	-0.8	3	-0.7	-1
CCC(=O)c1ccc(OCCn2cncn2)cc1	1	2	0	-18	1.4	-0.4	-6	-0.1	-7
C[C@]12CCC(=O)C=C1CC[C@@H]1[C@@H]2CC[C@]2(C)C(=O)CC[C@@H]12	3	-3	-8	-15	3.1	2.7	2	0.9	5
O=C(Nc1ccc(Cl)cc1F)c1ccc(COc2c(F)c(F)c(F)c(F)c2F)o1	-1	-2	0	x	-0.5	-0.6	6	-1.2	5
COC(=O)Sc1nc(N2CCOCC2)c2c(c1C#N)CC(C)(C)OC2	-2	-6	1	9	1.5	-2.4	-5	0.1	3
CC1CCN(C(=O)Cn2cc(SCC(=O)NCC3CCCO3)c3ccccc32)CC1 (stereo not given)	-1	3	-4	0	-0.7	x	6	-0.6	5
Cc1cccc(C(=O)NC(C)C(=O)NC(c2nc3ccccc3[nH]2)C(C)C)c1 (stereo not given)	2	-2	4	0	0.9	-0.4	-1	-2.6	-2
CN(C)c1ccc(S(=O)(=O)N2CCCCC2)cc1NC(=O)CN1C(=O)NC(C)(c2ccccc2)C1=O (stereo not given)	-2	5	6	-10	3.3	-0.5	3	-2.5	5
CCOC(=O)c1cc(NC(=O)c2ccccc2)c(=O)oc1-c1ccccc1	2	-12	3	-5	0.5	x	-9	-0.7	33*
COc1ccc(C(CCN2CCCC2)c2c(O)cc(OC)cc2OC)cc1 (stereo not given)	2	3	-6	8	-1.4	-2.6	-4	-2.3	9
Next entries follow:
SMILES	FBA Mtb inh	MazF activator	PrPC TRFRET	BoNT-F LC inh	Mtb UGM inh	BioA inh	Rv3671c inh	FadD28 binding	GDH-TPI counter
O=C(/C=C/c1cn(-c2ccccc2)nc1-c1cccnc1)N1CCCC1	1	6	-2	6	x	x	x	-0.3	3
COc1ccccc1CC(=O)N1CCCC1	2	0	6	0	1.4	-0.3	-12	-2.5	-8
O=C(COC(=O)c1ccc([N+](=O)[O-])cc1)Nc1ccccc1C(=O)NC1CC1	2	1	-2	-5	-2.0	-1.2	0	0.7	6
OC(c1ccc(Cl)c(Cl)c1)c1ncc(-c2ccc(Cl)cc2)[nH]1 (stereo not given)	-4	x	3	-3	x	-0.4	x	-5.3	0
c1ccc(-c2noc(CSc3nnnn3-c3ccccc3)n2)cc1	0	7	0	-12	3.2	-0.6	-5	-2.7	1
CN(CC(=O)Nc1ccc(OC(F)F)cc1)S(=O)(=O)/C=C/c1ccccc1	-1	-2	-7	6	-0.4	3.0	-1	-5.0	-6
O=C(NCc1ccccc1)N(Cc1nc2ccccc2c(=O)[nH]1)C1CCCC1	20	3	1	1	1.4	-1.4	-2	-0.1	-4
O=[N+]([O-])c1ccc(N2CCCNCC2)c2ncccc12	-24	5	-27	u	6.4	x	3	-2.3	0
CC1CCCCN1S(=O)(=O)c1ccc(N(C(=O)c2cnccn2)C(C(=O)NC2CCCCC2)c2cccs2)cc1 (stereo not given)	-1	3	8	1	-1.4	x	-3	-4.2	-2
CCc1nnc(NC(=O)CSc2nnc(-c3ccc(OC)cc3)n2C)s1	0	-5	-8	-14	0.0	0.9	7	-4.9	-7
CCCN(Cc1cc2cc(C)ccc2[nH]c1=O)S(C)(=O)=O	6	4	1	-5	-1.7	0.4	5	-2.9	12
COc1ccccc1OCC(O)CNCc1ccc2c(c1)OCO2 (stereo not given)	3	1	-7	u	3.1	-0.3	5	-0.5	-5
CN(C)CC/C=C1/c2ccccc2Sc2c(O)cc(Cl)cc21	3	-10	-3	-12	-1.0	1.3	-4	-3.4	9
CCOC(=O)c1cc2c(=O)n3ccccc3nc2n(C(C)C)c1=NC(=O)c1c(-c2ccccc2Cl)noc1C	18	-29	-1	9	0.9	x	-2	-2.5	-1
CCC(C)(C)NC(=O)C(c1cccs1)N(C(=O)c1ccn[nH]1)c1cccc(OC)c1 (stereo not given)	1	2	-1	-8	-0.9	x	6	-2.4	-3
CCOc1cccc2sc(N(CCCN(C)C)C(=O)c3ccc(S(=O)(=O)N(C)Cc4ccccc4)cc3)nc12	-1	27	-24	4	3.4	0.6	-4	-1.0	-5
Cc1cc([N+](=O)[O-])ccc1NCc1ccco1	-6	13	-4	-5	0.7	x	-2	-3.9	1
Fc1ccc2nc(-c3ccccc3)ccc2c1	1	x	-7	7	x	-1.1	x	-0.9	x
O=C(C1=C[C@@H](c2ccc(Br)cc2)C[C@@H](OCCCCO)O1)N1CCN(Cc2ccccc2)CC1	-1	11	0	-7	-0.7	3.7&0.8	-9	-2.0	1
CC(C)(C)OC(=O)N1C[C@H](O)C[C@H]1C(=O)OCC(=O)c1ccc([N+](=O)[O-])cc1	-2	2	-9	-2	0.7	-1.0	1	-1.6	2
NNC(=O)c1cc(S(=O)(=O)N2CCOCC2)c[nH]1	7	-4	3	4	0.4	-0.6	-1	0.1	7
O=C(O)c1ccc(N/N=C/c2cc3cc4c(cc3nc2Cl)OCCO4)cc1	8	-33	-7	1	-1.7	0.9	-3	u	39*
Cc1ccc(C(=O)N2CCC3(CC2)Oc2ccc(Cl)cc2C(=O)C32CC(c3cccnc3)=NO2)s1 (stereo not given)	5	8	-3	1	-0.5	-3.8	-2	-0.6	17
Cc1cc2ccccc2n1CCNC(=O)C(C)(C)C	1	-14	39*	-16	-1.3	0.4	8	0.3	0
c1ccc(CCSc2nccn2-c2ccccc2)cc1	5	-3	2	2	1.7	1.3	1	-2.3	-11

Screening results from PubChem BioAssay.
